RAM inhibit – inhibitors of the yeast RAM network, primary screen, dse1pr::URA3 reporter, 5-FOA selection | AID 868, 2007 | S. cerevisiae dse1pr::URA3 reporter, 5-FOA growth OD615, 2 d; analog-sensitive cbk1-as2 kinase mutant strain | 1.8% of 190,000 active | inhibition, % at 50 µM;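 active = inhibition above a set limit, 3 SD over mean compound inhibition, cut at about 8.4% in these data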;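 also: 0% = DMSO-only wells with no growth and 100% = 10 µM 1-NA-PP1 full growth; inhibition rescues growth on 5-FOA so higher OD means more RAM inhibition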
STAT1 blocker – STAT1 signaling inhibitors, primary screen, cell-based, HTS, luciferase reporter; NIH 3T3 STAT1-luciferase reporter, IFN-gamma, luminescence; inhibition, % at 5.5 µM; 0.35% of 200,000 active;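 active = inhibition above a set limit, the mean inhibition across all tested compounds plus 3 SD, cut at about 34% in these data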;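 also: 0% = IFN-gamma with DMSO and 100% = IFN-gamma with 300 µM nifuroxazide; values of inactives mirror those of a sister screen read the other way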
Hsp70 act – Hsp70 transcriptional activators, primary screen, cell-based, HeLa, Hsp70 promoter luciferase, luminescence, 10 µM; 0.04% of 200,000 active; HeLa Hsp70 promoter luciferase reporter; scaled: vehicle 0, proteasome-inhibitor control 100%; AID 1203, 2008; activation, % at 10 µM;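 active = activation above the mean across all tested compounds plus 3 SD, cutoff set per campaign, cut at about 5.5% in these data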;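 also: 100% = MG132 at 30 µM as the positive control and 0% = DMSO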
STAT3 act – IL-6 driven STAT3 reporter potentiators, primary screen, U3A cells, luciferase, luminescence, MLSCN library; IL-6 STAT3-luciferase reporter; 100% = signal with IL-6 EC80 alone; activation (% of control), % at 5.6 µM; 0.91% of 190,000 active; AID 871, 2007;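 active = activation above the screen-wide mean of compound activation plus 3 SD, cut at about 130% in these data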;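 also: 0% = background luminescence of wells with medium and substrate only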
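system = STAT3-luciferase reporter U3A cells | reagent = IL-6 stimulus at 33 ng/mL final | timing = 1 h compound pre-exposure, 6 h IL-6 stimulation, 37 °C | measured by = luminescence | evaluation = % activation versus median of IL-6-stimulated wells | control set = IL-6-only wells as 100% reference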
APP transl inh – inhibitors of APP translation via 5'UTR reporter, primary screen, APP 5'UTR luciferase, SH-SY5Y cells; SH-SY5Y APP 5'UTR-luciferase reporter, luminescence; inhibition, % at 2 µM; 0.82% of 190,000 active;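 active = inhibition above a set limit, derived from the sample mean plus 3 SD, cut at about 45% in these data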; also: values of inactives mirror those of a sister screen read the other way
FLuc inh counter – firefly luciferase enzyme inhibitors, primary screen, artefact control for luciferase-based inhibitor screens, biochemical, luminescence, ATPLite; Luciferin 4-monooxygenase (Photinus pyralis), P08659; 10 min; inhibition, % at 10 µM; 1.5% of 200,000 active;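 active = inhibition above about 50% when tested at 10 µM, limit read from the data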
Target sequence (P08659 whole entry, looked up): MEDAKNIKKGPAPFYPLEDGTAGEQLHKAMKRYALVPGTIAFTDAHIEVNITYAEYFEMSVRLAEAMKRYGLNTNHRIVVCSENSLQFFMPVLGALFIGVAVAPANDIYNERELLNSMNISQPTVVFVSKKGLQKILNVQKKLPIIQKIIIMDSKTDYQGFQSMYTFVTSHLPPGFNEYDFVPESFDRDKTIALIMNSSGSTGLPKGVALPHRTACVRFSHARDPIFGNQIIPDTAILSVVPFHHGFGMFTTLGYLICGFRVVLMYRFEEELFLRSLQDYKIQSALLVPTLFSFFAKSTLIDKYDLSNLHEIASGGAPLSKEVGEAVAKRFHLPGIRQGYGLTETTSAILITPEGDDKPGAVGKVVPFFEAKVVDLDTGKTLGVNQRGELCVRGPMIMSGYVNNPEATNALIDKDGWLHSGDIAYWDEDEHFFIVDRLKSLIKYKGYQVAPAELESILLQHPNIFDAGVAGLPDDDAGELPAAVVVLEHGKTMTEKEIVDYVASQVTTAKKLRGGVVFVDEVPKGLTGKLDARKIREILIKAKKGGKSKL
STAT1 activator – STAT1 signaling activators, primary screen, cell-based, HTS, luciferase reporter; NIH 3T3 STAT1-luciferase reporter, IFN-gamma, luminescence; 100% = IFN-gamma alone, no compound; activation (% of control), % at 5.5 µM; 2.6% of 200,000 active; AID 932, 2007;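 active = activation above the screen-wide mean activation plus 3 SD, cut at about 130% in these data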;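 also: raw ratio to IFN-gamma control signal so 100% means no change and 0% no light; values of inactives mirror those of a sister screen read the other way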
STAT3 inh – IL-6 driven STAT3 reporter inhibitors, primary screen, U3A cells, luciferase, luminescence, MLSCN library; IL-6 STAT3-luciferase reporter; host cell line lacks STAT1; 0.89% of 190,000 active; inhibition, % at 5.5 µM;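 active = inhibition above the mean inhibition across all screened compounds plus 3 SD, cut at about 44% in these data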;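 also: 0% = DMSO only wells and 100% = 100 µM nifuroxazide control wells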
APP 5'UTR act – activators of APP 5'UTR luciferase reporter, primary screen, SH-SY5Y cells. activation, % at 2 µM. 1% of 190,000 active. AID 1276, 2008. SH-SY5Y APP 5'UTR luciferase reporter, luminescence; zero percent = DMSO vehicle wells;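 active = activation above a set limit, based on mean plus 3 SD of controls, cut at about 140% in these data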; also: values of inactives mirror those of a sister screen read the other way
NF-kB neuron act – activators of NF-kB expression in neurons, primary screen, cell-based, HTS; human neuronal cells, NF-kB reporter expression; hits give high values; fold change at 12.5 µM; 1.6% of 190,000 active; AID 1239, 2008; in the data active = fold change above about 3.3
The depositor's hits bear a star.

For CSCC(=O)Nc1nc(-c2ccc3c(c2)OCCO3)cs1 the results were RAM inhibit 0.8, STAT1 blocker -65.5, Hsp70 act -0.1, STAT3 act 104.5, APP transl inh -152.8, FLuc inh counter 16.1, STAT1 activator 157.5*, STAT3 inh 3.8, APP 5'UTR act 152.8* and NF-kB neuron act 4.77*.
CC1Cc2ccccc2N1CC(=O)Nc1cccc(S(N)(=O)=O)c1 (stereo unspecified) was read as RAM inhibit 0.4, STAT1 blocker -1.1, Hsp70 act -0.1, STAT3 act 105.5, APP transl inh 3.5, FLuc inh counter -4.2, STAT1 activator 102.7, STAT3 inh -1.3, APP 5'UTR act -3.5 and NF-kB neuron act 1.42.
For Cc1ccnc(N=Cc2c(O)ccc3oc4c(c23)CCCC4)c1 the results were RAM inhibit -0.4, STAT1 blocker -0.2, Hsp70 act -0.4, STAT3 act 97.1, APP transl inh -21.2, FLuc inh counter -2.1, STAT1 activator 102.5, STAT3 inh 1.1, APP 5'UTR act 21.2 and NF-kB neuron act 1.03.
`C/C(N)=C(/C#N)C(=O)CSc1nnc(NC(C)C)s1` gave RAM inhibit 2.7, STAT1 blocker -29.1, Hsp70 act -0.1, STAT3 act 123.2, APP transl inh -24.9, FLuc inh counter -2.6, STAT1 activator 126.4, STAT3 inh -25.7, APP 5'UTR act 24.9 and NF-kB neuron act 1.74.
CCOC(=O)c1c(NC(=O)COC(=O)C2CC2C)sc(C)c1C (stereo unspecified) was read as RAM inhibit 3.1, STAT1 blocker 2.5, Hsp70 act -0.3, STAT3 act 102.1, APP transl inh -0.3, FLuc inh counter -7.6, STAT1 activator 97.8, STAT3 inh -2.9, APP 5'UTR act 0.3 and NF-kB neuron act 0.9.
CCCc1cc(N2CCCC2)n2nc(C)c(-c3ccccc3)c2n1 was read as RAM inhibit 0.8, STAT1 blocker 11.3, Hsp70 act 0.1, STAT3 act 96.5, APP transl inh 13.8, FLuc inh counter -6.1, STAT1 activator 89.6, STAT3 inh 7.8, APP 5'UTR act -13.8 and NF-kB neuron act 1.09.
Screening COc1ccc(-c2oc3cc(OC)c(O)c(OC)c3c(=O)c2OC)cc1O returned RAM inhibit 7.8, STAT1 blocker -9.3, Hsp70 act -0.4, APP transl inh 14.0, FLuc inh counter -8.6, STAT1 activator 107.4, APP 5'UTR act -14.0 and NF-kB neuron act 0.84.
For COc1ccc(NC(=O)CCN2CCC(C)CC2)cc1 the results were RAM inhibit -0.8, STAT1 blocker -5.1, Hsp70 act -0.3, STAT3 act 103.7, APP transl inh 3.8, FLuc inh counter -6.4, STAT1 activator 105.5, STAT3 inh -4.3, APP 5'UTR act -3.8 and NF-kB neuron act 0.86.
Screening Cc1cc(C)c(S(=O)(=O)CCC(C)C)c(=O)[nH]1 returned RAM inhibit 0.0, STAT1 blocker -3.0, Hsp70 act 0.0, STAT3 act 99.7, APP transl inh 3.4, FLuc inh counter 4.0, STAT1 activator 101.1, STAT3 inh 5.4 and APP 5'UTR act -3.4.
Screening Cc1ccc(S(=O)(=O)N2CCOCC2)cc1NC(=O)COC(=O)c1ccc2c(c1)OCCO2 returned RAM inhibit 2.4, STAT1 blocker 1.7, Hsp70 act 0.0, STAT3 act 107.1, APP transl inh -13.0, FLuc inh counter 3.0, STAT1 activator 96.2, STAT3 inh -7.5, APP 5'UTR act 13.0 and NF-kB neuron act 1.04.
`O=C(CC1NC2CCCCC2NC1=O)Nc1cccc(C(F)(F)F)c1` (stereo unspecified) gave RAM inhibit 0.4, STAT1 blocker -2.5, Hsp70 act -0.1, STAT3 act 105.6, APP transl inh 2.4, FLuc inh counter -4.2, STAT1 activator 100.0, STAT3 inh -3.5, APP 5'UTR act -2.4 and NF-kB neuron act 0.66.
CC(C)CCNC(=O)COc1ccc2c3c(c(=O)oc2c1)CCC3 was read as RAM inhibit 1.2, STAT1 blocker 5.0, Hsp70 act -0.3, STAT3 act 88.4, APP transl inh 4.7, FLuc inh counter -0.9, STAT1 activator 95.5, STAT3 inh 17.2, APP 5'UTR act -4.7 and NF-kB neuron act 0.71.
Nc1ccc2c(c1)N1CCN=C1S2 was read as RAM inhibit 1.8, STAT1 blocker 4.9, Hsp70 act -0.5, STAT3 act 101.5, APP transl inh 0.9, FLuc inh counter -4.4, STAT1 activator 95.5, STAT3 inh 5.5, APP 5'UTR act -0.9 and NF-kB neuron act 1.14.
For COc1ccc(S(=O)(=O)N2CCSC2c2ccc(N)cc2)cc1 (stereo unspecified) the results were RAM inhibit 0.8, STAT1 blocker 0.4, Hsp70 act -0.1, STAT3 act 96.2, APP transl inh -0.1, FLuc inh counter -5.2, STAT1 activator 99.6, STAT3 inh 8.4, APP 5'UTR act 0.1 and NF-kB neuron act 0.96.
`Cc1cccc(-n2c(O)c(C=NC3CCS(=O)(=O)C3)c3ccccc3c2=O)c1` (stereo unspecified) gave RAM inhibit 0.3, STAT1 blocker 0.3, Hsp70 act -0.3, STAT3 act 94.7, APP transl inh 3.2, FLuc inh counter -3.8, STAT1 activator 99.7, STAT3 inh 9.9, APP 5'UTR act -3.2 and NF-kB neuron act 0.96.
`O=C(NCCc1ccccc1)/C(=C\c1ccc([N+](=O)[O-])cc1)NC(=O)c1ccc(Br)cc1` gave RAM inhibit 2.2, STAT1 blocker -0.7, Hsp70 act 0.2, STAT3 act 98.2, APP transl inh 20.5, FLuc inh counter -1.5, STAT1 activator 102.9, STAT3 inh -0.3, APP 5'UTR act -20.5 and NF-kB neuron act 1.6.
For CCCCNS(=O)(=O)c1ccc2nc(SCC(=O)Nc3ccccc3)[nH]c2c1 the results were RAM inhibit 2.3, STAT1 blocker 5.3, Hsp70 act -0.2, STAT3 act 90.2, APP transl inh -3.2, FLuc inh counter -3.5, STAT1 activator 95.3, STAT3 inh 15.5, APP 5'UTR act 3.2 and NF-kB neuron act 1.07.
For Cc1nc2ccccn2c1C(=O)NCC(C)C the results were RAM inhibit 1.0, STAT1 blocker -3.4, Hsp70 act -0.3, STAT3 act 106.5, APP transl inh -3.3, FLuc inh counter -3.4, STAT1 activator 102.7, STAT3 inh -6.4, APP 5'UTR act 3.3 and NF-kB neuron act 1.03.
O=C1CSC(c2ccccn2)N1c1ccc(Cl)c(Cl)c1 (stereo unspecified) was read as RAM inhibit 1.6, STAT1 blocker -4.3, Hsp70 act -0.1, STAT3 act 106.1, APP transl inh 15.0, FLuc inh counter -1.7, STAT1 activator 103.9, STAT3 inh -3.0, APP 5'UTR act -15.0 and NF-kB neuron act 1.09.
Screening O=C(Nc1ccc(-c2cn3c(n2)SCC3)cc1)c1ccc2c(c1)OCO2 returned RAM inhibit -0.1, STAT1 blocker -24.6, Hsp70 act -0.3, STAT3 act 81.8, APP transl inh -9.1, FLuc inh counter 3.4, STAT1 activator 122.5, STAT3 inh 27.8, APP 5'UTR act 9.1 and NF-kB neuron act 1.41.
Screening Cc1cc(NS(=O)(=O)c2ccc(NC(=O)Cc3cccs3)cc2)no1 returned RAM inhibit 2.8, STAT1 blocker -4.0, Hsp70 act -0.2, STAT3 act 100.8, APP transl inh 5.4, FLuc inh counter -22.7, STAT1 activator 103.7, STAT3 inh 0.0, APP 5'UTR act -5.4 and NF-kB neuron act 0.91.
`COc1ccccc1OCC(=O)Nc1ccc(C(N)=O)cc1` gave RAM inhibit 0.7, STAT1 blocker 1.8, Hsp70 act -0.3, STAT3 act 99.0, APP transl inh 0.8, FLuc inh counter -6.4, STAT1 activator 98.4, STAT3 inh 1.5, APP 5'UTR act -0.8 and NF-kB neuron act 0.96.
`NNC(=O)c1cnn(-c2ccccc2)c1C(F)(F)F` gave RAM inhibit 0.7, STAT1 blocker -0.2, Hsp70 act 0.1, STAT3 act 101.8, APP transl inh -15.9, FLuc inh counter -4.6, STAT1 activator 100.4, STAT3 inh 6.4, APP 5'UTR act 15.9 and NF-kB neuron act 1.13.
For COc1cc(/C=N/N=C(/N)c2nonc2N)cc(Br)c1OCc1cccc(C)c1 the results were RAM inhibit 5.6, STAT1 blocker -6.8, Hsp70 act -0.1, STAT3 act 94.2, APP transl inh -37.9, FLuc inh counter -7.6, STAT1 activator 106.3, STAT3 inh 7.0, APP 5'UTR act 37.9 and NF-kB neuron act 1.02.
For O=C(CN(Cc1ccccc1F)C(=O)c1ccco1)NCc1ccc(F)cc1 the results were RAM inhibit 0.1, STAT1 blocker 8.2, Hsp70 act 0.3, STAT3 act 105.5, APP transl inh -18.3, FLuc inh counter -6.1, STAT1 activator 92.5, STAT3 inh -3.3, APP 5'UTR act 18.3 and NF-kB neuron act 0.91.
For C=CCN(CC=C)C(=O)c1ccc(OC2CCN(S(=O)(=O)N(C)C)CC2)cc1 the results were RAM inhibit 1.3, STAT1 blocker -20.6, Hsp70 act 0.7, STAT3 act 94.9, APP transl inh -7.3, FLuc inh counter 0.6, STAT1 activator 117.7, STAT3 inh 11.1, APP 5'UTR act 7.3 and NF-kB neuron act 1.94.
O=C(/C=C/c1ccc([N+](=O)[O-])cc1)NCC1CCCO1 (stereo unspecified) was read as RAM inhibit -0.6, STAT1 blocker -11.1, Hsp70 act 0.1, STAT3 act 102.2, APP transl inh 7.4, FLuc inh counter -0.1, STAT1 activator 110.1, STAT3 inh -2.4, APP 5'UTR act -7.4 and NF-kB neuron act 1.24.
`Cc1ccc(S(=O)(=O)N2CCN(C(=O)CN3CCCCC3)C2C(C)C)cc1` (stereo unspecified) gave RAM inhibit 2.4, STAT1 blocker 4.3, Hsp70 act -0.1, STAT3 act 91.7, APP transl inh -5.2, FLuc inh counter -2.2, STAT1 activator 96.0, STAT3 inh 15.0, APP 5'UTR act 5.2 and NF-kB neuron act 1.42.
Screening CCOC(=O)N1CCN(C(=O)c2ccc(CS(=O)(=O)c3ccccc3OC)o2)CC1 returned RAM inhibit 0.8, STAT1 blocker -2.5, Hsp70 act -0.3, STAT3 act 108.1, APP transl inh -2.7, FLuc inh counter -5.2, STAT1 activator 102.3, STAT3 inh 0.8, APP 5'UTR act 2.7 and NF-kB neuron act 1.2.
COc1cc(C2NC(=O)NC(O)(C(F)(F)F)C2C(C)=O)cc(OC)c1OC (stereo unspecified) was read as RAM inhibit -0.6, STAT1 blocker -8.5, Hsp70 act -0.3, STAT3 act 96.9, APP transl inh -8.8, FLuc inh counter -2.8, STAT1 activator 107.8, STAT3 inh 6.2, APP 5'UTR act 8.8 and NF-kB neuron act 1.25.
Screening CCOC(=O)c1cc(-c2ccccc2)sc1NC(=O)C(C)OC(=O)c1ccncc1 (stereo unspecified) returned RAM inhibit 3.5, STAT1 blocker 1.0, Hsp70 act -0.3, STAT3 act 98.6, APP transl inh 2.4, FLuc inh counter -1.1, STAT1 activator 99.1, STAT3 inh 5.4, APP 5'UTR act -2.4 and NF-kB neuron act 1.02.

Screening data: PubChem BioAssay, several laboratories
